# TCR activator = T cell receptor activation | primary human leukocytes, anti-CD3, IL-2 HTRF, 48 h | Potency, µM (titrated, usually from 9.22 µM), for the others: top-dose activation of IL-2 secretion, actives largely listed as activators | 330,000 tested, under 10 active; note: % of control where 0% means no effect
#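 Compounds are tested in HTS on primary human leukocytes co-incubated with a-CD3 beads for 48 hr. IL-2 output is measured by time-resolved FRET.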
# CXXC DNA block = MLL CXXC-DNA interaction inhibition | MLL-CXXC / FITC-HOXA9 DNA fluorescence polarization | Potency, µM (highest dose often 115 µM), for inactives: at the top dose activity change, negative = inhibition, usual class: inhibitors | 290,000 tested, 0.037% active | Q03164; active = well fitted inhibition curve with a large enough effect in the polarisation, with a control signal flat, not every such curve was filed as active; inconclusive = small, poorly fitted or top-dose-only effect, or effect the other way, or a change in a side signal; inactive = no such curve, though single readings can be large or run the other way; the % refers to the polarisation; note: potency is the fitted concentration of half-maximal effect
#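 Fluorescence polarization: 7 uM MLL-CXXC (stock) preincubated 5 min with compounds, then 50 nM fluorescein-HOX-A9 DNA (stock) added; 30 min ambient. Buffer 50 mM Tris-HCl pH 7.5, 50 mM NaCl, 1 mM DTT, 0.05% BSA.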
# GALK inh = inhibitors of human galactokinase; P51570; Purified GALK, Kinase-Glo residual ATP luminescence; Potency, µM (doses to about 57.5 µM), for inactives: at the highest dose activity change, negative = inhibition, most hits filed as inhibitors; 270,000 tested, 0.007% active; note: potency is the fitted concentration of half-maximal effect; % is set by controls: 0 for no effect and ±100 for the full control effect
# Target sequence (P51570 whole entry, looked up): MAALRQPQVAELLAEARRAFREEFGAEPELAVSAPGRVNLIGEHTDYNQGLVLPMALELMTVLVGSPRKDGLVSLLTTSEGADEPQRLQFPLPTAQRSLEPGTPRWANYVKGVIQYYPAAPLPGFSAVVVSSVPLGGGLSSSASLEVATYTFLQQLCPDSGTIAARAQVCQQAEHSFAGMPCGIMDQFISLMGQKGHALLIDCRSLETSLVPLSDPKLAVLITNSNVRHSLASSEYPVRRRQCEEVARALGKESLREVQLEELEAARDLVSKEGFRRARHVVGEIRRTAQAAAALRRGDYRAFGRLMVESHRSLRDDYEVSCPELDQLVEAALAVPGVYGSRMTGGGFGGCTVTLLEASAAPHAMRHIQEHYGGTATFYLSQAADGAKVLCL
#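 5 nM enzyme, 35 uM ATP, 100 uM galactose, 20 mM HEPES pH8.0, 5 mM MgCl2; 1 h RT; residual ATP by Kinase-Glo Plus luminescence, qHTS format.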
# hERG WT inh = KCNH2 (human, wildtype) channel inhibition; AID 720551; 340,000 tested, 0.37% active; activity change, % at 1.84 µM; U2OS, BacMam KCNH2, thallium flux FluxOr; hits give low values;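 active = maximum activity change below -70%; inconclusive = maximum activity change between -70% and -50%; inactive = maximum activity change above -50%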; note: % is set by controls: 0 for no effect and ±100 for the full control effect
#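 U2OS cells transduced with wild-type KCNH2 virus are loaded with FluxOr dye for 45 min, and thallium flux is measured in kinetic reads before and after stimulation buffer. Rate constants are normalized to DMSO controls.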
# TSHR antagonist = human thyrotropin receptor antagonism; 330,000 tested, 0.2% active; TSHR-expressing cells, TSH-stimulated cAMP HTRF, 2 h; hits give low values; activity change, negative = inhibition, % at 11.5 µM;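 active = activity change below a set negative limit, meaning inhibition stronger than a set level, cut at about -70% in these data; inconclusive = activity change between two set negative limits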; note: % is set by controls: 0 for no effect and ±100 for the full control effect
#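 Inhibition of cAMP made by TSHR-expressing cells under TSH stimulation (4nM final, EC80; 2 h, 37 deg C) is quantified with a one-step lysis HTRF kit, anti-cAMP cryptate versus cAMP-d2.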
# Giardia kill = kills Giardia lamblia | Giardia lamblia trophozoite viability | activity change, % at 7.66 µM, hits read low | 340,000 tested, 0.15% active | AID 540267; in the data active = activity change below about -80%; inconclusive = between about -30% and that limit;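 note: parasites exposed to compound for two days anaerobically before the ATP read; % is set by controls: 0 for no effect and ±100 for the full control effect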
#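 ATP-content bioluminescence gauges trophozoite survival. Cells (100/well) receive compound and incubate anaerobically for 48 hrs at 37 deg C; detection reagent follows for 15-30 min at room temperature.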
# BCR signal inh = inhibitors of chronic active B-cell receptor signaling. ABC-DLBCL IkBa-CBG/CBR reporter, luminescence ratio, 4 h. Potency, µM (top dose mostly 46.1 µM), for the others: at the top dose ratio change, negative = lower green/red ratio, most hits filed as inhibitors. 340,000 tested, 0.05% active; active = well fitted inhibition curve with a large enough effect in the signal ratio, with a control signal flat, not every such curve was filed as active; inconclusive = small, poorly fitted or top-dose-only effect, or effect the other way, or a change in a side signal; the % refers to the signal ratio;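 note: potency is the fitted concentration of half-maximal effect; plate controls were basal doxycycline-induced cells for no effect and cells given 10 µM MG132 for full effect; MG132 reads +100%, hits lower the ratio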
#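 Cell line TMD8 (human ABC DLBCL), stably expressing tet-inducible CBG68-IkBa fusion and CBR; IMDM/0.5% FBS; cpd up to 46 uM; dox induction, 4 h, 37C/5% CO2; dual luminescence; green/red ratio; MG132 control.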
# AT treatment = potential ataxia-telangiectasia treatment; 320,000 tested, 0.19% active; Potency, µM (doses to about 57.5 µM), for the others: at the top dose activation, usual class: activators; AID 485349; […] A-T fibroblasts, KAP-1 phosphorylation AlphaLISA; neocarzinostatin DNA damage 30 min before lysis; note: potency is the fitted concentration of half-maximal effect; % of control where 0% means no effect; nearly all actives have a fitted effect of over 45% in size
#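 ATM-like activity read as KAP-1 phosphorylation via AlphaLISA donor/acceptor antibody pairs after lysis and 6 hr at 25C. Cells were ATM-null patient fibroblasts ([…], hTERT), dosed 60 min, then exposed to the DSB inducer NCS for 30 min.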
# Tb PFK inh = inhibitors of T. brucei phosphofructokinase; T. brucei PFK, ADP-Glo luminescence; Potency, µM (titrated, usually from 57.5 µM), for inactives: at the highest dose activity, negative = inhibition, most hits filed as inhibitors; 330,000 tested, 0.17% active; AID 485367;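 note: potency is the fitted concentration of half-maximal effect; 0% = uninhibited 1x PFK enzyme wells and -100% = no-enzyme wells; nearly all actives have a fitted effect of over 60% in size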
# Target sequence (O15648 whole entry, looked up): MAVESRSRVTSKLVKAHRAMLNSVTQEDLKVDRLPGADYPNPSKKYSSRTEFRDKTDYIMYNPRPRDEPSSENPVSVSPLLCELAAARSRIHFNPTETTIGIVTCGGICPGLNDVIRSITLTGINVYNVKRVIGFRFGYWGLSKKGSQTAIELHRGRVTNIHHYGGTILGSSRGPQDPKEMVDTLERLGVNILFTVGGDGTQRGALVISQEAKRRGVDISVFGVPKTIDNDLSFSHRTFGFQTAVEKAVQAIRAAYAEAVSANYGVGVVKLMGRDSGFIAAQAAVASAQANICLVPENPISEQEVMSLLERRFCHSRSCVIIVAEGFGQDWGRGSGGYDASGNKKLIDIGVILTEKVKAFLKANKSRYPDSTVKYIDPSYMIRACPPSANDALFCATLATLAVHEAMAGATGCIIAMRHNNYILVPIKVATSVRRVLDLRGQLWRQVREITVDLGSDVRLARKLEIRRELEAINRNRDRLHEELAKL
#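 Luminescent ADP detection (ADP-Glo, two-step: ATP depletion then ADP-to-ATP conversion for luciferase) reported PFK activity after 45 min room-temperature reaction of 1.25 nM enzyme with 0.5 mM F6P and 0.1 mM ATP at pH 8.0.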
# FBPA coupling cs = coupling enzyme interference in Giardia aldolase counter-screen | 290,000 tested, 0.67% active | coupling enzyme system counterscreen, AmpLite Red fluorescence | activity change, negative = inhibition, % at 58.2 µM, hits read low; in the data active = activity change below about -30%; note: % is set by controls: 0 for no effect and ±100 for the full control effect
#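 Coupling enzymes only (glyceraldehyde-3-phosphate) + compound, at 57.5 uM final, 10 min RT; add substrate/coupling/AmpLite Red mix, 20 min RT; fluorescence ex 525/em 598 nm. Actives flag coupling-system interference.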
# * hit, by the source's call; u = inconclusive; x = no result given; [ ] = remark or other dose. Unless noted, calls come from the whole dose curve; as a rule, active = well fitted curve in the direction sought with a large enough effect; inconclusive = small, poorly fitted or top-dose-only effect, or another doubt; inactive = no such curve, though single readings can be large; an effect the other way counts as inactive or inconclusive.
# Values in the order – TCR activator	CXXC DNA block	GALK inh	hERG WT inh	TSHR antagonist	Giardia kill	BCR signal inh	AT treatment	Tb PFK inh	FBPA coupling cs
1. Cc1cc([N+](=O)[O-])nn1CC(=O)N/N=C/c1ccccc1F
→ -5%	-7%	6%	0	1	-5	0%	-6%	-19%	3
2. Cc1ccccc1NC(=O)CSc1nc(N)c2c3c(sc2n1)CSC(C)(C)C3
→ 5%[46.1 µM]	5%	x	1	4	5	u	10%	-1%	-1
3. O=C(NCc1cccnc1)Nc1cccc([N+](=O)[O-])c1
→ 4%	20%	4%	24	-4	-7	2%	9%	0%	x
4. O=C(NC1CCCCC1)c1cccs1
→ 1%	0%	2%	3	8	-6	u	-6%	-4%	-5
5. O=C(CSc1nnc(NC(=O)C2CC(=O)N(c3ccc(F)cc3)C2)s1)NC1CCCC1 (stereo not drawn)
→ -3%	1%	-2%	-6	-6	4	0%	2%	1%	x
6. COc1cc(OC)cc(-c2cc3ccc(F)cc3cn2)c1
→ -5%	x	x	x	-11	-13	u	13%	0%	x
7. C/C(=N\NC(=O)c1cc(C)nc2ccccc12)c1cccc(Cl)c1
→ 3%	-5%	4%	-1	-5	-18	-12%	7%	1%	x
8. Cc1ccc(C(=O)N(Cc2nc3ccccc3c(=O)[nH]2)C2CCCC2)cc1
→ 1%	-10%	-1%	9	10	-3	u	15%	4%	0
9. O=C(O)CCCC(=O)OCc1c(-c2ccccc2)ncc2ccccc12
→ 10%	x	x	-3	-8	-9	-19%	-3%	-3%	x
10. CCOC(=O)C1CCN(C(=O)Nc2ccc3nc(C)c(C)nc3c2)CC1
→ -12%	-3%	1%	5	-7	9	u	7%	4%	-1
11. CCC(C(=O)N1CCCCCC1)n1nc(C)n2c(cc3occc32)c1=O (stereo not drawn)
→ -13%	-12%	-3%	8	39	15	0%	20%	-1%	0
12. COc1ccc(CNC(=O)C/C(C)=N/NC(=O)C23CC4CC(CC(C4)C2)C3)cc1
→ 2%	-2%	0%	6	-15	-9	u	4%	8%	-2
13. COc1ccc(OC)c(CN2C(=O)c3ccccc3C2C(=O)NCC2CCCO2)c1 (stereo not drawn)
→ -4%	-8%	0%	0	-13	16	u	-1%	-4%	0
14. Cc1cccc2cc(/C=N/NC(=O)[C@H]3C[C@@H]3c3ccccc3)c(Cl)nc12
→ -5%	9%	-1%	5	4	0	u	-7%	-2%	1
15. Cc1ccc(F)cc1NC(=O)CN1C(=O)NC2(CCCc3ccccc32)C1=O (stereo not drawn)
→ 8%	x	x	1	21	-23	u	4%	3%	x
16. N/C(=N\N=C\c1cccs1)SC1CC(=O)N(c2cccc([N+](=O)[O-])c2)C1=O (stereo not drawn)
→ 1%	11%	5%	1	-4	-23	1%	-5%	0%	2
17. Cc1ccnc(N2CCC(C(=O)NNC(=O)c3ccncc3)CC2)n1
→ -5%	-2%	2%	x	3	-26	-6%	0%	2%	2
18. Cc1ccc(Cl)cc1N1CCN(S(=O)(=O)c2ccc3c(c2)NC(=O)C(C)C(=O)N3)CC1 (stereo not drawn)
→ -1%	x	x	9	-17	33[activator]	-16%	6%	-6%	-2
19. CCCC1CCC(C(=O)n2nc(N)c3cc4ccc(OC)cc4nc32)CC1 (stereo not drawn)
→ -15%	51%[activator]	x	-8	-2	19	2%	13%	-3%	-1
20. OCCCCNCc1ccc(OCc2ccccc2Cl)cc1
→ -5%	15%	-2%	4	10	-20	2%	0%	-2%	-3

# Given in transposed form: eight of the compounds above.
(13) COc1ccc(OC)c(CN2C(=O)c3ccccc3C2C(=O)NCC2CCCO2)c1 (stereo not drawn)
(14) Cc1cccc2cc(/C=N/NC(=O)[C@H]3C[C@@H]3c3ccccc3)c(Cl)nc12
(15) Cc1ccc(F)cc1NC(=O)CN1C(=O)NC2(CCCc3ccccc32)C1=O (stereo not drawn)
(16) N/C(=N\N=C\c1cccs1)SC1CC(=O)N(c2cccc([N+](=O)[O-])c2)C1=O (stereo not drawn)
(17) Cc1ccnc(N2CCC(C(=O)NNC(=O)c3ccncc3)CC2)n1
(18) Cc1ccc(Cl)cc1N1CCN(S(=O)(=O)c2ccc3c(c2)NC(=O)C(C)C(=O)N3)CC1 (stereo not drawn)
(19) CCCC1CCC(C(=O)n2nc(N)c3cc4ccc(OC)cc4nc32)CC1 (stereo not drawn)
(20) OCCCCNCc1ccc(OCc2ccccc2Cl)cc1

Assay by compound,13,14,15,16,17,18,19,20
TCR activator,-4%,-5%,8%,1%,-5%,-1%,-15%,-5%
CXXC DNA block,-8%,9%,x,11%,-2%,x,51%[activator],15%
GALK inh,0%,-1%,x,5%,2%,x,x,-2%
hERG WT inh,0,5,1,1,x,9,-8,4
TSHR antagonist,-13,4,21,-4,3,-17,-2,10
Giardia kill,16,0,-23,-23,-26,33[activator],19,-20
BCR signal inh,u,u,u,1%,-6%,-16%,2%,2%
AT treatment,-1%,-7%,4%,-5%,0%,6%,13%,0%
Tb PFK inh,-4%,-2%,3%,0%,2%,-6%,-3%,-2%
FBPA coupling cs,0,1,x,2,2,-2,-1,-3

# Next compounds follow.
# Values in the order – TCR activator	CXXC DNA block	GALK inh	hERG WT inh	TSHR antagonist	Giardia kill	BCR signal inh	AT treatment	Tb PFK inh	FBPA coupling cs
21. O=C(COC(=O)/C=C/c1ccccc1F)Nc1nnc(-c2ccccc2)o1
→ 0%	x	x	-3	-12	24	6%	-1%	-2%	x
22. O=C(N/N=C/c1cccc(C(F)(F)F)c1)c1cc2c(s1)-c1ccccc1CC2
→ -2%	-5%	1%	-7	11	-9	4%	-3%	0%	-1
23. COc1ccc(NS(=O)(=O)c2ccc(OCC(=O)N3CCCC3)cc2)cc1
→ x	2%	2%	10	9	-1	1%	-2%	-11%	0
24. CN1C(C)(C)c2ccccc2OS1(=O)=O
→ -11%	10%	x	5	-9	33[activator]	-2%	9%	3%	-3
25. Cc1ccc(-c2nn(-c3ccccc3)cc2CN(C)C(=O)CCC(=O)O)cc1C
→ -3%	-1%	9%	6	-8	-2	0%	5%	4%	0
26. CCOC(=O)c1cnc(-c2ccccc2)nc1Oc1ccc(Cl)c(Cl)c1
→ 4%	13%	-1%	5	10	8	3%	-8%	0%	-1
27. O=C(Nc1cccc(-c2nc3cccnc3s2)c1)C1c2ccccc2Oc2ccccc21
→ 2%	32%[activator]	x	-7	-6	u	u	-8%	0%	-2
28. COc1cccc(CNC(=O)COc2cc3c(c4oc(=O)cc(C)c24)CCC(C)(C)O3)c1
→ -1%	-2%	x	5	-2	7	-10%	-3%	3%	2
29. C1CNC(C23CC4CC(CC(C4)C2)C3)=N1
→ -3%	-5%	-2%	-7	-2	2	9%	2%	-3%	-1
30. CCOc1ccc(S(=O)(=O)N(C)CC(=O)NCc2ccc3c(c2)OCO3)cc1
→ -2%	-3%	1%	9	-2	16	-9%	0%	0%	2
31. C[C@@H](C(=O)N[C@@H](Cc1ccccc1)C(=O)O)n1nnc2ccccc2c1=O
→ 9%	-8%	-1%	8	-5	-3	5%	-12%	7%	-1
32. CCS(=O)(=O)N1CCC(C(=O)NCc2cccc(OC)c2)CC1
→ 1%	-23%	2%	-1	14	28	-7%	0%	-1%	3
33. COc1ccccc1NC(=O)C1(c2ccccc2)CCCC1
→ 1%	-4%	-3%	-11	-27	0	-1%	32%	u	1
34. CSCCC(CO)NC(=O)OCc1ccccc1 (stereo not drawn)
→ -2%	4%	-1%	3	-2	-23	-11%	3%	0%	1
35. O=C(NC(=S)Nc1cc(C(F)(F)F)ccc1N1CCOCC1)c1ccco1
→ 2%	-2%	0%	1	-11	3	-12%	3%	0%	0
36. CCCSc1ccc([C@@H]2[C@H]3C(=O)N(CC)C(=O)[C@H]3[C@]3(C(=O)OC)CCCN23)cc1OC
→ -4%	x	x	18	-5	4	-6%	10%	0%	x
37. CCN(C[C@H]1N[C@@](CC)(C(=O)OC)[C@H]2C(=O)N(C)C(=O)[C@@H]12)S(=O)(=O)c1ccc(C(C)(C)C)cc1
→ 1%	x	x	-5	-1	22	2%	-1%	2%	x
38. Cc1ccccc1C1NC(=S)NC2=C1C(=O)CC(C)(C)C2 (stereo not drawn)
→ -2%	8%	-1%	-4	-1	-5	13%	-2%	1%	0
39. COc1ccc(C2C(C(=O)N3CC(C)CC(C)C3)c3ccccc3C(=O)N2C)cc1 (stereo not drawn)
→ -2%	2%	0%	19	-5	13	1%	0%	2%	1
40. O=C(CCNC(=O)N1CC(=O)Nc2ccccc21)Nc1ccc(Cl)cc1
→ 5%	-2%	8%	0	12	7	-1%	5%	1%	-4
41. Cc1ccc(OC(C)C(=O)N(C)Cc2ccccc2)c([N+](=O)[O-])n1 (stereo not drawn)
→ 0%	12%	-2%	2	-2	u	-5%	16%	0%	x
42. Cc1ccc(-n2c(SCC(=O)NCCC3=CCCCC3)nc3n[nH]c(C)c3c2=N)cc1Cl
→ 13%	20%	0%	-4	-16	21	10%	-2%	-9%	1
43. CCOC(=O)c1c(C)[nH]c(C(=O)COC(=O)c2ccccc2NC(=O)c2ccco2)c1C
→ 8%	-3%	3%	-6	2	-3	1%	8%	2%	3
